# Screening results (PubChem BioAssay)
# CD40 NFkB inh: CD40 pathway inhibition in BL2 cells; BL2 NF-kB luciferase reporter, CD40L-induced, 4 h; inhibition, % at 10 µM; 0.94% of 83,000 active; AID 1053188;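 active = mean inhibition of at least 50% with a set share of replicates also reaching that level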;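 note: 0% = neutral control wells and 100% = IKK inhibitor VII at 50 µM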
# * marks the source's active call; other numbers are inactive results; [ ] = remark or other dose.
SMILES,CD40 NFkB inh
CC(=O)N1[C@H](CO)[C@H](c2ccc(C3=CCCC3)cc2)C12CN(C(=O)NC(C)C)C2,-15.4[25 µM]
O=C(NCC1CC1)[C@H]1[C@H](CO)[C@H]2Cn3c(ccc(-c4ccccc4)c3=O)[C@@H]1N2C(=O)C1CC1,-9.2[25 µM]
CCOc1ccc(S(=O)(=O)N2CCOCC2)cc1NS(=O)(=O)c1ccc(OC)c([N+](=O)[O-])c1,1.6
Cc1ccc(S(=O)(=O)N/N=C/c2cccc3c2OCCO3)cc1,4.9
Cc1cc(S(=O)(=O)NCCC2=CCCCC2)ccc1Br,22.2
Cn1c(=O)c2c(nc(NCCO)n2C)n(C)c1=O,7.8
FC(F)c1nnc2ccc(Cl)nn12,1.3
C[C@@H]1CN([C@H](C)CO)C(=O)c2c(c3ccccc3n2C)-c2ccccc2CO[C@@H]1CN(C)S(=O)(=O)c1ccc([N+](=O)[O-])cc1,22.1[25 µM]
CCOC(=O)CC1CCCCN1Cc1cn(C)nc1-c1ccc2c(c1)OCCO2 (configuration not stated),-4.3
COc1ccc(Nc2nc(N3CCCC3)nc3ccccc23)c(OC)c1,-25.1
Cn1cnc(S(=O)(=O)N2C[C@@H](O)COC[C@@H]3O[C@@H](CC(=O)NCc4cccc(F)c4)CC[C@H]32)c1,-8.0[25 µM]
Cn1c(NCCc2ccncc2)nc2cc(-c3cccc(Cl)c3)sc2c1=O,-25.1
C[C@@H]1CN([C@H](C)CO)C(=O)c2ccccc2-c2ccccc2CO[C@@H]1CN(C)Cc1ccccc1,10.6
O=S(=O)(c1cccc2cccnc12)N1CCN(c2ccc(F)cc2)CC1,-0.4
COc1cc(-c2cnc3c(NC=O)cc(-c4ccsc4)cn23)cc(OC)c1OC,-21.2
Cc1ccc(-c2cc(C(=O)Nc3ccccn3)c3ccccc3n2)o1,4.6
CCOC(=O)C(CC1=CS(=O)(=O)c2ccc(Cl)cc21)(NC(C)=O)C(=O)OCC,4.3
COc1ccccc1-c1ccc2n(c1=O)C[C@@H]1[C@@H](CO)[C@H](C(=O)NC3CCC3)N(C(=O)NC(C)C)[C@H]21,-8.3[25 µM]
CC(C)[C@@H](C)NC(=O)N(C)C[C@@H]1OCc2ccccc2-c2ccccc2C(=O)N([C@@H](C)CO)C[C@H]1C,0.7
CC(=O)Nc1cccc(NC(=O)C(=O)NCC(c2ccco2)N2CCc3ccccc32)c1 (configuration not stated),23.3
CN1C(=O)c2cc(NC(=O)C3CCCC3)ccc2OC[C@@H]2O[C@H](CC(=O)NCc3ccccc3F)CC[C@H]21,0.6
CCN(Cc1cnn(C)c1)Cc1nc(C2(c3ccc(C)cc3)CCCC2)no1,17.3
CC(=O)N1[C@H](CO)[C@@H]2c3ccccc3N(C(=O)c3ccc(F)cc3)C[C@@H]21,1.0[25 µM]
COC(=O)c1nc2nc(C)cc(C(F)(F)F)n2n1,5.6
C[C@H]1CN([C@@H](C)CO)S(=O)(=O)c2ccc(-c3ccccc3)cc2O[C@@H]1CN(C)S(=O)(=O)c1ccccc1F,14.9[25 µM]
C=C(C)c1cccc(C(C)(C)NC(=O)NCCN(CC)CC)c1,7.6
CCC(C)(C(=O)NC1CCCCC1)N(Cc1ccco1)C(=O)CNC(=O)c1ccccc1 (configuration not stated),9.5
CCOc1ccc(N(CC(=O)NCC(C)C)S(C)(=O)=O)cc1,14.3
COc1ccc(C(=O)Nc2cccnc2)cc1C(=O)Nc1cccnc1,10.6
N#C[C@@H]1[C@H](c2ccc(C#CC3(O)CCCC3)cc2)[C@@H](CO)N1C(=O)C1CC1,-7.7
CN(C)C(CNC(=O)c1cccc(S(=O)(=O)Nc2ccccc2Cl)c1)c1ccccc1 (configuration not stated),-10.0
CC(NCc1cc(Br)ccc1OCC(=O)NCc1ccccc1)c1ccccc1 (configuration not stated),15.7
Cc1nc(-c2cn[nH]c2-c2ccc(O)cc2O)cs1,2.4
COc1ccccc1N1CCN(C(=O)c2cn(-c3ccccc3)nc2-c2cccnc2)CC1,-21.4
N/C(Cc1ccc([N+](=O)[O-])cc1)=N\OC(=O)COc1cccc2ccccc12,-14.3
O=C(Nc1cccnc1)C1OCCc2ccccc21 (configuration not stated),13.7
CCOc1ccc(NC(=O)CN(C)C(=O)c2ccc(N3CCCCC3)c([N+](=O)[O-])c2)cc1OCC,-1.6
O=C(CCN1C(=O)c2ccccc2S1(=O)=O)NCc1ccco1,-2.7
CCCn1c(=O)c(C(=O)Nc2ccccc2N)c(O)c2ccccc21,-0.9
CO[C@H]1CC[C@H]2CCOc3c(C#N)cccc3C(=O)N(C)C[C@@H](OC)[C@H](C)C(=O)N(C)C[C@@H]1O2,-1.2[25 µM]

# Three compounds picked at random from the list so far, as already listed:
SMILES,CD40 NFkB inh
FC(F)c1nnc2ccc(Cl)nn12,1.3
CCOC(=O)C(CC1=CS(=O)(=O)c2ccc(Cl)cc21)(NC(C)=O)C(=O)OCC,4.3
N#C[C@@H]1[C@H](c2ccc(C#CC3(O)CCCC3)cc2)[C@@H](CO)N1C(=O)C1CC1,-7.7

# The list goes on.
SMILES,CD40 NFkB inh
Cc1ccccc1CC(=O)Nc1ccc(S(=O)(=O)N2CCN(C)CC2)cc1,1.1
O=C(NC1CCCC1)N1CCCCN2[C@H](CO)[C@H](c3ccc(-c4cccnc4)cc3)[C@@H]2C1,-11.2[25 µM]
COc1cc2ncnc(NCCc3ccccc3)c2cc1OC,20.3
COc1ccc2c3c([nH]c2c1)[C@H](CO)N(S(=O)(=O)c1ccc(C)cc1)CC31CCN(C(=O)Cc2cccnc2)CC1,4.4[25 µM]
Cc1ccc(C)c(NC(=O)COC(=O)c2ccc[n+]([O-])c2)c1,4.8
CCCCCSc1nc(O)cc(=O)[nH]1,-0.3
Cc1ccccc1NC(=O)c1cc(S(=O)(=O)N2CCOCC2)cn1C,3.6
O=C(CN1CCCCCCC1)Nc1cccc(Cl)c1Cl,2.0
CN(C)C(=O)c1cccc(-c2ccc3c(c2)[C@H]2[C@H](CCN2Cc2nccs2)[C@H](CO)N3)c1,-14.5[25 µM]
c1cc2c(cc1C1=Nn3c(nnc3C3CCCCC3)SC1)OCO2,8.5
Cc1ccc(NC(=O)c2ccc(C(=O)c3ccccc3)cc2)nc1,-33.5
O=C(NC1CC1)c1ccc(CN(c2ccccc2)S(=O)(=O)c2ccccc2)cc1,3.0
O=C(COc1ccc(C(=O)NCC2CCCO2)cc1)Nc1cccc(C(F)(F)F)c1 (configuration not stated),4.0
CCOC(=O)c1ccc(NC(=O)CC2C(=O)N(c3ccc(F)cc3)C(=O)N2CCCOC)cc1 (configuration not stated),0.9
CCC(=O)N1CC(=O)N2[C@@H](CO)[C@@H](c3ccc(C#CCC(C)C)cc3)[C@@H]2C1,3.1[25 µM]
COc1ccc(CN2CC(C(=O)NCc3ccccn3)CC2=O)cc1 (configuration not stated),-15.1
Cc1cccc(C(=O)NN2S(=O)(=O)c3ccccc3S2(=O)=O)c1,2.8
O=C(Cn1cnc2ccccc2c1=O)c1ccc2ccccc2c1,-21.5
O=C(Nc1ccc(CSc2ccccc2)cc1)c1ccc(CN2CCOCC2)cc1,21.5
COC(=O)c1ccc2c(c1)N(C)C(=O)CS2,5.8
CN(Cc1ccc(Cl)cc1Cl)C(=O)Cc1ccc(S(=O)(=O)N2CCOCC2)s1,-5.7
O=C(c1ccc(F)cc1)N1CCN(c2ccc([N+](=O)[O-])c(N3CCCCC3)c2)CC1,-6.4
COc1ccc(N2C(=O)CSC2c2ccc3c(c2)OCO3)c(OC)c1 (configuration not stated),5.2
CC(C)c1ccc(NC(=O)CSc2nc(=O)n(CCCN3CCOCC3)c3c2CCC3)cc1,-4.0
CC1CCN(CCCCOc2ccc(C(=O)c3ccccc3)cc2)CC1,8.0
O=C(N[C@@H]1CC[C@H](CC(=O)N2CCOCC2)O[C@@H]1CO)c1cccc(F)c1,-0.7[25 µM]
Cc1ccccc1C(=O)c1cccn1CC(=O)NCCCN1CCCCC1,7.2
CN(C)C=Nc1c(C(=O)c2ccccc2)sc2nccc(N(C)C)c12,-0.1
CCOC(=O)c1c(NC(C)=O)sc2c(O)cccc12,-4.6
CCOC(=O)C1(C(=O)OCC)C(C(=O)c2ccccc2)C1c1ccccc1 (configuration not stated),1.9
CO[C@@H]1CN(C)C(=O)c2ccc(NS(C)(=O)=O)cc2OC[C@@H](C)N(C(=O)C2CCCC2)C[C@@H]1C,-24.0
O=C(Cc1ccccc1)N1CCC(c2nc3ccccc3[nH]2)CC1,5.5
CCCCN(C(=O)CN1C(=O)C2CCCCC2C1=O)c1c(N)n(CCC)c(=O)[nH]c1=O (configuration not stated),17.2
COc1ccc(NC(=O)CC2C(=O)N(C)C(=S)N2Cc2ccncc2)cc1 (configuration not stated),12.9
Cc1cc(OCC(=O)OCC(=O)Nc2cccnc2Cl)ccc1Cl,12.4
O=C(C1CCCCC1)N1CC(=O)N2[C@@H](CO)[C@H](c3ccc(-c4ccccc4F)cc3)[C@@H]2C1,-8.4[25 µM]
COCC(=O)N1[C@H](CO)[C@@H](c2ccc(-c3cccc(F)c3)cc2)[C@@H]1C#N,-11.3[25 µM]
C[C@H](CO)N1C[C@H](C)[C@H](CN(C)C(=O)NC2CCCCC2)OCc2ccccc2-c2c(n(C)c3ccccc23)C1=O,16.0[25 µM]
O=C(Oc1cccc2c(=O)[nH]ccc12)c1ccccc1,6.6
CCOc1ccc(NC(=O)CN(C)C(=O)c2cc(S(=O)(=O)N3CCCCC3)ccc2Cl)cc1OCC,-22.9

# Reformatted with each value named: 4 of the compounds above.
CCOc1ccc(NC(=O)CN(C)C(=O)c2cc(S(=O)(=O)N3CCCCC3)ccc2Cl)cc1OCC
  CD40 NFkB inh: -22.9

CN(C)C(=O)c1cccc(-c2ccc3c(c2)[C@H]2[C@H](CCN2Cc2nccs2)[C@H](CO)N3)c1
  CD40 NFkB inh: -14.5[25 µM]

Cc1ccccc1C(=O)c1cccn1CC(=O)NCCCN1CCCCC1
  CD40 NFkB inh: 7.2

C[C@H](CO)N1C[C@H](C)[C@H](CN(C)C(=O)NC2CCCCC2)OCc2ccccc2-c2c(n(C)c3ccccc23)C1=O
  CD40 NFkB inh: 16.0[25 µM]

# The results go on:
SMILES,CD40 NFkB inh
CS(=O)(=O)Nc1ccc2c(c1)[C@@H]1C[C@@H](CC(=O)NCCc3ccccc3)O[C@H](CO)[C@@H]1O2,-4.4[25 µM]
O=C(CCC1CCCC1)Nc1ccc(OCC(=O)N2CCOCC2)cc1,-28.6
COc1ccc2cc(C(N)=O)c(=Nc3ccc(C)cc3)oc2c1,-36.6
COc1ccc(-c2csc(NC(=O)c3cc(C)on3)c2C#N)cc1OC,-1.0
O=C(c1cc(-c2ccccc2)on1)N1CCN(c2ccccc2)CC1,-59.5
Cc1cccc(-c2c3c(=O)n(C)c(=O)n(C)c3cn2CC2CCCO2)c1 (configuration not stated),-1.2
CNC(=O)C1CC(=O)N(c2ccc(OCC(=O)NCc3ccccc3)cc2)C1 (configuration not stated),-5.0
O=C(OCC1CC(c2ccccn2)=NO1)c1ccc(Br)cc1 (configuration not stated),-19.8
O=C(CNC(=O)c1ccccc1F)NCCCN1CCCC1=O,-15.0
Cc1c(C(=O)Nc2ccccc2)c2ccc(C(F)(F)F)cc2n1O,-10.2
CN(C)c1ccc2c(c1)[C@@H]1C[C@@H](CC(=O)NC3CCCCC3)O[C@@H](CO)[C@@H]1O2,-8.4[25 µM]
CCC(=O)N1[C@@H]2c3cccc(=O)n3C[C@H]1[C@H](CO)[C@H]2C(=O)N1CCCCC1,-4.2[25 µM]
COc1ccc(NC(=O)c2ccc(CNc3c(NC4CCCCC4)c(=O)c3=O)cc2)cc1OC,-0.4
Cc1c(C(=O)OCC(=O)NCCc2ccc(S(N)(=O)=O)cc2)oc2ccccc12,1.9
Nc1cccc(CP(=O)(c2ccccc2)c2ccccc2)c1,-2.5
O=C(Nc1ccccc1Sc1ccccc1)c1ccccc1,4.5
Cc1nn2c(CN(C(=O)COc3ccccc3)c3ccccc3)nnc2c2ccccc12,13.2
c1ccc2c(c1)oc1c(Nc3ccc4c(c3)OCO4)ncnc12,-86.5
COc1cccc(C2CC(=O)Nc3cc4c(cc32)CCC4)c1 (configuration not stated),13.0
c1nc(NCCN2CCOCC2)c2c3c(sc2n1)CCCCC3,2.2
O=C(CN1C(=O)NC2(CCCCC2)C1=O)N1CCOCC1,6.7
Cc1ccc(CNC(=O)CN2NS(=O)(=O)c3ccccc3C2=O)cc1,4.6
C[C@H](CO)N1C[C@H](C)[C@@H](CN(C)Cc2cccc(C(=O)O)c2)OCc2ccccc2-c2ccccc2C1=O,-8.1[25 µM]
CCN1[C@@H]2c3ccc(-c4ccncc4)c(=O)n3C[C@@H]2[C@@H](CO)[C@@H]1C(=O)NCc1ccccc1,-0.8[25 µM]
C[C@@H]1CN([C@@H](C)CO)C(=O)Cc2cc(NC(=O)Nc3ccc(F)cc3)ccc2O[C@@H]1CN(C)S(C)(=O)=O,0.1[25 µM]
O=C(C[C@H]1C[C@@H]2c3cc(NC(=O)C4CCOCC4)ccc3O[C@@H]2[C@H](CO)O1)NCc1cc(F)ccc1F,-23.5[25 µM]
O=S(=O)(NCC1CCCO1)c1ccc(Oc2ccccc2)cc1 (configuration not stated),12.9
CO[C@@H]1CN(C)C(=O)c2cc(NC(C)=O)ccc2OC[C@@H](C)N(S(C)(=O)=O)C[C@H]1C,-5.7[25 µM]
Cc1ccc2[nH]cc(C(=O)CN3CCN(c4ccccc4F)CC3)c2c1,-3.0
COc1ccc(S(=O)(=O)N2CCCCCC2)cc1C(=O)N(CC(C)C)C1CCS(=O)(=O)C1 (configuration not stated),5.2
O=C(NCC[C@H]1CC[C@@H](NC(=O)c2ccccc2F)[C@H](CO)O1)c1cnccn1,-0.9[25 µM]
COc1ccc(NC(=O)CCc2ccccc2)cc1NC(=O)c1ccco1,12.3
Cc1nn(C)c(C)c1CN(C)S(=O)(=O)c1ccc2ccccc2c1,11.0
COCC(C)n1c(SCC(=O)Nc2sccc2C(N)=O)nc2ccccc2c1=O (configuration not stated),11.1
O=C(N/N=C/c1ccc(Sc2ccccn2)o1)c1cc2ccccc2cc1O,-17.7

# Part of the list above in order of SMILES length, falling:
SMILES,CD40 NFkB inh
Cn1cnc(S(=O)(=O)N2C[C@@H](O)COC[C@@H]3O[C@@H](CC(=O)NCc4cccc(F)c4)CC[C@H]32)c1,-8.0[25 µM]
CCN(Cc1cnn(C)c1)Cc1nc(C2(c3ccc(C)cc3)CCCC2)no1,17.3
O=C(CCC1CCCC1)Nc1ccc(OCC(=O)N2CCOCC2)cc1,-28.6

# Only part of the results is shown; the hit share may differ from the screen's.
